Source: PubChem BioAssay (several laboratories)
MLLE-PAM2 inh = inhibitors of microRNA-mediated deadenylation, human PABP1 MLLE binding | P11940 | GST-MLLE / FITC-PAM2 fluorescence polarization | inhibition, % at 20 µM | actives 0.36% (n = 360,000) | AID 588489; in the data active means inhibition above about 35%, passing the limit was not always enough;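 further: plate controls were DMSO wells with GST-MLLE for no effect and wells lacking GST-MLLE protein for full effect; some results filed as inactive read as strong as hits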
eLon inh = inhibits E. coli Lon protease. P0A9M0. purified E. coli Lon protease, fluorescence polarization. inhibition, % at 7.94 µM. actives 0.42% (n = 360,000). AID 602123; in the data active means inhibition above about 13%, passing the limit was not always enough;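 further: 0% = enzyme with probe and DMSO and 100% = no enzyme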
Target sequence (P0A9M0 whole entry, looked up): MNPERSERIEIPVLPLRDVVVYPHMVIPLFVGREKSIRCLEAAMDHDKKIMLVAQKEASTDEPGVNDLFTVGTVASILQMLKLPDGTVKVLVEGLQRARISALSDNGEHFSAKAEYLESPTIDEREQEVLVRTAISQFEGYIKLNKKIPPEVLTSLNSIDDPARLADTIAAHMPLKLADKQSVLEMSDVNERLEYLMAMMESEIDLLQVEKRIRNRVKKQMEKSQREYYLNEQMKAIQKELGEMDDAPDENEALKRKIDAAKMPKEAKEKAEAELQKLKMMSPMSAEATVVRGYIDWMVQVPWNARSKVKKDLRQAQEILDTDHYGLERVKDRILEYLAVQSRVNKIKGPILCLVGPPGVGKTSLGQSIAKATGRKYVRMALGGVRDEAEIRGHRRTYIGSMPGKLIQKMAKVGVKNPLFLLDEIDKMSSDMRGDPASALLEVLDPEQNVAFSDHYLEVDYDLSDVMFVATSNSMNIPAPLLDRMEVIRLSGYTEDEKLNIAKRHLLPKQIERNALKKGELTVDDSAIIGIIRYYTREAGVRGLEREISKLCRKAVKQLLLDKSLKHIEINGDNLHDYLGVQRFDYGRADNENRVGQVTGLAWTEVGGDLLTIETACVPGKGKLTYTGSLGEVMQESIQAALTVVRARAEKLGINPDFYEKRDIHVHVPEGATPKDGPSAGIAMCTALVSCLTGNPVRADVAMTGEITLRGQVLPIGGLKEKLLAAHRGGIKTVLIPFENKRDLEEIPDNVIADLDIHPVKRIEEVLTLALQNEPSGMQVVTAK
Tb MetRS inh = Trypanosoma brucei MetRS inhibition; purified T. brucei MetRS, ATP depletion, Kinase-Glo luminescence; inhibition, % at 11.9 µM; actives 0.4% (n = 360,000); AID 624268;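 active means inhibition above a per-plate cutoff of the control wells' mean inhibition plus 3 SD, cut at about 5.5% in these data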;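 further: 0% = DMSO wells median and 100% = median of wells with control inhibitor compound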
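technique = Kinase-Glo luminescence, ATP depletion format | system = purified MetRS (methionyl-tRNA synthetase) enzyme from Trypanosoma brucei | timing = 15 min preincubation, 2 h reaction, all 25 °C | evaluation = percent inhibition versus plate control medians | dosing = single dose, 11.9 µM final nominal, 0.9% final DMSO | also added = substrates ATP, L-methionine and bulk Escherichia coli tRNA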
NRP1-CendR mod = alters CendR peptide binding to human NRP-1; O14786; AID 602438; actives 0.85% (n = 360,000); FAM-RPARPAR peptide binding to NRP-1, fluorescence polarization; inhibition, % at 25 µM;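 active means inhibition or corrected inhibition above about 18%, plus a signal ratio from 0.5 to 1.5, limit read from the data, passing the limit was not always enough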; further: strong numbers were not always called active
MT1-MMP act inh = blocks activation of human MT1-MMP | GFP/RFP ratio change, % at 20 µM | AID 651647 | actives 0.061% (n = 360,000) | HT1080 RFP-PRO-GFP cells, GFP/RFP ratio fluorescence, overnight; percent of plate control window, DMSO zero;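 active means GFP/RFP ratio change of at least 30% with cell ATP level not reduced by more than half and red fluorescence within 50% of control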; further: strong numbers were not always called active
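Assay system – RFP-PRO-GFP reporter HT1080 cells · Compound dosing – single dose of 20 µM compound, 1% DMSO final · Incubation – overnight compound exposure at 37 °C · Measure – GFP/RFP fluorescence ratio · Benchmarks – DMSO wells and RFP-L50D-GFP cells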
SKN-1 block = inhibitors of C. elegans SKN-1. actives 0.49% (n = 360,000). C. elegans VP596 Pgst-4::GFP/RFP ratio, acrylamide-induced, 24 h. inhibition, % at 21.8 µM. AID 624304;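 active means interference check ratio from 0.5 to 1.5 plus GFP to RFP signal ratio inhibition reaching or exceeding a fixed threshold, cut at about 30% in these data, passing the limit was not always enough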; further: some compounds called inactive have numbers as strong as hits
MsrA inhibitor = inhibitors of bovine MsrA; purified bovine MsrA, absorbance read-out; inhibition, % at 15.5 µM; actives 0.75% (n = 360,000); AID 651718; in the data active means inhibition above about 4.5%;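 further: 0% = vehicle wells with enzyme and 100% = reference inhibitor wells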
FAS TE block = FAS thioesterase (human) inhibition; inhibition, % at 15 µM; AID 602261; recombinant FAS-TE, OMFH fluorogenic substrate, fluorescence endpoint; P49327; actives 0.67% (n = 360,000);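 active means compounds whose normalised, plate-corrected inhibition of enzyme fluorescence in the single-dose primary screen is 50% or more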;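 further: 0% = DMSO with enzyme and 100% = substrate without enzyme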
bovine MsrA act = activators of bovine methionine sulfoxide reductase A. purified bovine MsrA, absorbance read-out. activation, % at 10.6 µM. actives 0.3% (n = 360,000); in the data active means activation above about 7.5%;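 further: 0% = vehicle and 100% = reference activator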
Starred values were filed as active, the others as inactive; . = no result given.

SMILES	MLLE-PAM2 inh	eLon inh	Tb MetRS inh	NRP1-CendR mod	MT1-MMP act inh	SKN-1 block	MsrA inhibitor	FAS TE block	bovine MsrA act
N#Cc1ccc(CSc2ncccn2)cc1	5	8	-1.0	-5	0	19	0.0	-4	0
O=C(NCc1ccccc1)C(c1ccc(Cl)cc1)N(C(=O)c1csnn1)C1CC1 (stereo not given)	15	-4	-0.1	5	-1	10	-0.1	18	-2
CC1(c2ccc(Cl)cc2Cl)NC(=O)N(CC(=O)Nc2cccnc2Cl)C1=O (stereo not given)	-2	-2	0.3	5	3	3	-0.5	0	-1
O=C(COc1coc(CN2CCc3ccccc3C2)cc1=O)Nc1ccccc1F	3	-1	-0.5	-6	0	-10	1.3	-11	-6
COc1ccccc1C1CC(c2ccc(Cl)cc2Cl)Nc2nc(N)nn21 (stereo not given)	6	6	6.6*	-7	1	11	0.0	0	0
Cc1ccc(Nc2nc(COC(=O)C3CC3)cs2)cc1	0	-1	0.2	-15	-5	-6	1.0	4	-1
O=C(c1c(F)cccc1F)N1CCCC(c2nc(-c3ccc(F)cc3)no2)C1 (stereo not given)	-4	3	-1.6	-2	4	6	-2.0	-52	-10
N#CC1=CC2CN(Cc3ccccc3)C1C1C(=O)N(c3ccccc3)C(=O)C21 (stereo not given)	-4	8	0.2	-6	-5	18	-0.3	-4	-1
COc1ccc(C)cc1NC(=O)C(Sc1nnnn1C)c1ccccc1 (stereo not given)	-2	-2	-1.0	-13	1	-4	-1.5	-2	-5
C=C(CN(C)C)C(=O)c1ccc(OC2OC(COC(C)=O)C(OC(C)=O)C(OC(C)=O)C2OC(C)=O)cc1 (stereo not given)	2	-5	-0.4	-12	12	-5	0.0	-1	-6
COC(C[C@H]1O[C@@H]1[C@@H](O)COCc1ccccc1)OC	4	-5	-0.1	13	0	13	-0.9	-9	-3
COC(=O)c1cc(S(=O)(=O)NCc2ccc(Br)cc2)c[nH]1	1	-3	-0.3	12	1	-17	-1.1	-4	-3
COc1ccccc1NC(=O)CN1CCN(c2ccccc2OC)CC1	-10	-6	-0.4	-1	2	-3	-0.2	2	-1
COc1ccccc1C1CCN(c2ccc(CO)cc2[N+](=O)[O-])CC1	-5	5	-0.2	-3	3	0	1.1	-2	-3
CC1(C)Cc2c(sc3nc(SCC(=O)NCc4ccco4)n(-c4ccccc4)c(=O)c23)CS1	11	-8	-0.9	16	-2	0	0.4	9	-8
Cc1cccc(OCc2ccc(C(=O)N3CCOCC3)o2)c1	7	-6	0.0	-1	0	-3	-0.5	-4	-2
CC(C)C[C@@H](NC(=O)C1CCC(CNC(=O)[C@@H]2CCCN2C(=O)OC(C)(C)C)CC1)C(=O)O (stereo not given in full)	9	11	-1.1	14	1	2	2.0	-6	-10
CCC1=NN(C(=O)Cc2ccc([N+](=O)[O-])cc2)C(O)(C(C)(C)C)C1 (stereo not given)	-10	6	-0.5	-14	0	8	0.5	4	-8
CC(C)=N/N=C(\c1cccc([N+](=O)[O-])c1)C12CN3CN(CN(C3)C1)C2	-2	7	-0.3	4	0	4	-1.9	-5	3
O=C(CSCc1cccs1)N1CCCC1	29	3	-0.5	4	3	3	-0.6	0	2
COc1ccc(C(C(=O)NC2CCCC2)N2CCc3ccccc32)cc1 (stereo not given)	5	0	-0.1	8	-2	-7	-0.3	-6	2
O=C(c1cc(C2CC2)on1)N1CCCC(N2CCN(c3ccc(F)cc3)CC2)C1 (stereo not given)	2	2	0.3	1	1	20	-0.4	-2	-3
C[C@H](NC(=O)c1nc[nH]c1C(=O)N1CCc2ccccc2C1)C(=O)OCc1ccccc1	-7	-3	-0.3	6	-3	-1	0.7	-4	-1
Cc1ccc(NC(=O)N2CCN(C(=O)C3CCCO3)CC2)cc1 (stereo not given)	3	-9	-0.4	2	6	2	-0.3	-4	-12
COc1cc2c(cc1NC(=S)NC(=O)c1c(OC)cccc1OC)oc1ccccc12	16	-2	-0.7	5	1	13	1.9	42	-4
O=C(Nc1nncs1)c1cc(-c2ccncc2)nc2ccc(Cl)cc12	-1	-1	-0.4	-9	-1	11	-0.4	0	-4
COc1ccc(N=c2oc3cc(O)ccc3cc2C(=O)Nc2ccccn2)cc1OC	-48	0	-0.2	6	-22	-3	0.2	-2	-4
COC(=O)C1CCCN1C(=O)C1CCCN1C(=O)CNC(=O)OCc1ccccc1 (stereo not given)	-3	-3	-0.8	-4	2	-5	-0.4	0	-2
Cc1c(Br)c([N+](=O)[O-])nn1CCCC(=O)Nc1c(C)n(C)n(-c2ccccc2)c1=O	-3	4	1.8	7	2	-9	-0.5	13	-2
Cc1ccsc1/C=N/n1c(-c2ccco2)n[nH]c1=S	0	-2	0.2	2	-7	-5	2.1	-8	11*
CCOC(=O)COc1c(OC)cc(Cl)cc1C1NC(=O)NC(C)=C1C(C)=O (stereo not given)	-3	0	-0.5	4	7	11	0.2	-6	4
COc1ccc(CCNC(=O)c2ccc(NS(=O)(=O)c3ccc4[nH]c(=O)[nH]c4c3)cc2)cc1OC	-26	3	-0.5	-3	1	2	1.9	-4	-7
COc1cccc(C(C[N+](=O)[O-])c2c(C)[nH]n(-c3ccccc3)c2=O)c1 (stereo not given)	16	-3	0.1	15	-2	-9	0.1	-1	-3
O=C(CCCn1c(=O)c2cccn2c2cccnc21)NCCc1ccc(Cl)cc1	7	-4	-0.1	10	2	9	0.0	23	3
NC(=O)CC(NC(=O)c1cccc(Br)c1)c1ccc(N2CCCCCC2)c([N+](=O)[O-])c1 (stereo not given)	-3	-2	0.2	12	8	2	0.4	4	-2
CC(C)(C)OC(=O)N/N=C/c1cccc([N+](=O)[O-])c1	-1	-5	-1.9	-13	-5	5	-0.6	1	-11
CCOC(=O)C(=N/O)/C(C)=N/NC(=O)C(=O)Nc1cc(Cl)ccc1Cl	-5	2	-0.2	7	0	-8	-0.2	0	-1
CN(Cc1cccs1)C(=O)Cn1cnc2cc([N+](=O)[O-])ccc2c1=O	2	3	-0.8	13	-3	10	1.6	53*	-5
NC(=S)NN=Cc1nccc2c(C(F)(F)C(F)(F)C(F)(F)F)cccc12	-1	-2	-0.1	-6	6	7	-0.2	-1	1
COc1ccccc1NC(=O)C1CCCN1S(=O)(=O)c1cccc2nsnc12 (stereo not given)	3	2	-0.7	-2	1	-2	.	-3	-4
Cn1nc(C(=O)Nc2ccc3c(c2)OCCO3)c2ccccc2c1=O	-9	-1	-0.2	2	1	-5	-0.5	-10	-2
CCS(=O)(=O)N1CCC(C(=O)Oc2ccc(C)c(C)c2)CC1	6	4	0.0	-1	2	-10	0.8	-4	0
Cc1c(-n2cc(C(=O)O)c(=O)c3cc(F)c(N4CCCC4)c(F)c32)c(=O)n(-c2ccccc2)n1C	4	-10	0.1	1	-5	16	-0.4	-3	-2
NC(=O)CC(NC(=O)c1ccccc1)c1ccc(NC2CCCC2)c([N+](=O)[O-])c1 (stereo not given)	-8	9	-0.2	-48	15	10	0.6	-12	2
COc1ccc2nc(NC(=O)CSc3nnc(C)s3)sc2c1	8	-9	0.6	-6	1	2	-0.6	-5	0
CCCNC(=O)Nc1ccccc1C(=O)Nc1ccc(OC)cc1	-6	2	0.1	5	-1	2	-1.5	3	-4
COc1ccc(N2CCN(C(=O)c3ccc4c(=O)n5c(nc4c3)CCCCC5)CC2)cc1	-13	5	0.7	-1	1	5	-0.2	29	0
O=C(NCc1ccc2c(c1)OCO2)c1cccc(C(=O)NCc2ccc3c(c2)OCO3)c1	8	-2	0.0	5	16	4	-1.4	4	0
O=C(O)CNS(=O)(=O)c1ccc(C2CCCCC2)cc1	7	3	-0.1	-5	2	8	2.8	0	-2
O=c1nc(-c2ccccc2)c2cc(Cl)ccc2[nH]1	-21	-1	-1.0	-9	1	-5	0.7	-13	-10
Cc1nc(-c2ccc(S(=O)(=O)Nc3cc(F)ccc3F)cc2)co1	6	2	0.7	-3	-2	2	1.8	-2	-3
Cn1c(-c2ccccc2)cc(=NNS(C)(=O)=O)c2cc(S(=O)(=O)O)ccc21	-14	-7	0.1	-21	-3	11	1.7	-9	-2
O=C(Nc1ccc(-c2nc3ccccc3[nH]2)cc1)c1ccccc1NS(=O)(=O)c1ccc(F)cc1	-15	1	4.9	0	18	17	1.6	13	-2
COC(=O)c1cc(S(=O)(=O)Nc2cccc(-c3cnco3)c2)oc1C	-3	-2	0.3	2	2	8	.	0	2
Cn1cnnc1SCc1nnc(-c2ccccc2Br)o1	-6	-5	-0.5	7	-4	1	-1.1	-5	0
COc1ccc(NC(=O)c2cc(-c3cc(Cl)ccc3C)n[nH]2)cn1	3	2	-0.2	-5	-2	10	0.8	3	-3
Cn1c(Cc2ccccc2)nnc1SCC(=O)N1CCN(c2ccccc2)CC1	-9	-7	0.1	4	2	15	-0.1	-8	1
CC(C)Oc1cccc(C(=O)NC(=S)Nc2ccccc2N2CCOCC2)c1	35	2	-0.1	12	-6	26	-0.4	22	-4
O=C(CSc1ccc(-c2cccnc2)nn1)Nc1ccc(F)c(F)c1	-3	-17	-0.2	-7	4	8	-0.3	-2	-5
CCN(C(=O)CSc1nc(C)cc(=O)[nH]1)C1CCCCC1	-3	-7	0.0	-10	1	6	-0.5	-8	-1

Full records from above.
`CC(C)=N/N=C(\c1cccc([N+](=O)[O-])c1)C12CN3CN(CN(C3)C1)C2` as listed: MLLE-PAM2 inh: -2; eLon inh: 7; Tb MetRS inh: -0.3; NRP1-CendR mod: 4; MT1-MMP act inh: 0; SKN-1 block: 4; MsrA inhibitor: -1.9; FAS TE block: -5; bovine MsrA act: 3
`COC(=O)c1cc(S(=O)(=O)Nc2cccc(-c3cnco3)c2)oc1C` as listed: MLLE-PAM2 inh: -3; eLon inh: -2; Tb MetRS inh: 0.3; NRP1-CendR mod: 2; MT1-MMP act inh: 2; SKN-1 block: 8; MsrA inhibitor: .; FAS TE block: 0; bovine MsrA act: 2

Following part
SMILES	MLLE-PAM2 inh	eLon inh	Tb MetRS inh	NRP1-CendR mod	MT1-MMP act inh	SKN-1 block	MsrA inhibitor	FAS TE block	bovine MsrA act
COc1ccc(OC)c(C(=O)c2ccc(C(=O)c3cc(OC)ccc3OC)cc2)c1	11	3	-0.5	-14	0	4	0.2	30	-2
CSc1ccccc1NC(=O)CCc1ccccc1	-2	-2	-0.1	-5	2	-2	0.7	-3	-2
CCOC(=O)c1cnc(Nc2nc3ccccc3o2)nc1C	-1	-8	-0.7	-9	6	6	1.1	-6	-1
O=CN1CCN(C=O)C(O)C1O (stereo not given)	-2	-5	-0.4	5	-1	-4	0.2	-6	-5
C/C(=N/N1CCN(c2ccccn2)CC1)c1ccc([N+](=O)[O-])cc1	17	-13	-0.4	1	0	22	-0.4	7	-2
Cc1noc(C(F)(F)F)c1C(=O)NNC(=O)c1ccccc1	-9	6	0.2	-10	-2	16	2.6	-8	-5
Nc1nonc1-n1nnc(C(=O)N/N=C/c2ccc3c(c2)OCO3)c1CSc1ccccc1	16	1	0.1	15	5	-16	1.1	-3	-5
COC(=O)N(C)C[C@H]1OCc2cnnn2CCCC(=O)N([C@H](C)CO)C[C@H]1C	0	7	0.1	-10	-1	6	0.7	-6	-1
CCc1cc2c(SCC(=O)Nc3ccc(Cl)cn3)ncnc2s1	-6	-1	-1.3	-4	3	0	-0.5	-7	-7

Part of the list above, showing only FAS TE block, SKN-1 block and eLon inh:
molecule	FAS TE block	SKN-1 block	eLon inh
COc1ccc(C(C(=O)NC2CCCC2)N2CCc3ccccc32)cc1 (stereo not given)	-6	-7	0
O=C(c1cc(C2CC2)on1)N1CCCC(N2CCN(c3ccc(F)cc3)CC2)C1 (stereo not given)	-2	20	2
